Screening data as filed in PubChem BioAssay.
HCV inhibitor: HCV inhibition. Potency, µM (doses to about 41.8 µM), inactives show at the top dose activity change, negative = inhibition, usual class: inhibitors. 3.4% of 340,000 active. Huh7.5.1 HCVcc-Cre infection, luciferase reporter, 44 h; also: potency is read from the fitted curve at half-maximal effect; % is scaled to controls: 0 for no effect and ±100 for the full control effect
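HCVcc-Cre virus at an moi near 0.5 was added right after compound to cells cultured 4 h from seeding (1,000 cells/well). Luciferase activity was determined 44 h later, 15 min after substrate addition at RT.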
Tb PYK inh: blocks Trypanosoma brucei pyruvate kinase | TbPYK enzyme, Kinase-Glo Plus ATP luminescence, 45 min | Potency, µM (top dose mostly 76.8 µM), without a hit: at the highest dose activity, negative = inhibition, actives largely listed as inhibitors | 0.12% of 410,000 active | AID 624173; also: potency is read from the fitted curve at half-maximal effect; % is scaled to controls: 0 for no effect and ±100 for the full control effect; nearly all actives have a fitted effect of over 50% in size
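Luminescent Kinase-Glo Plus end-point after 45 min room-temperature reaction of T. brucei pyruvate kinase started with 130 uM ADP (final). Buffer TEA 50 mM pH 7.2 with KCl, MgCl2, BSA, Tween-20; titration-based qHTS with fitted concentration-effect curves.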
Shiga inhibitor: Shiga toxin inhibition; AID 2315; inhibition, % at 38.7 µM; Vero cells, Shiga toxin protein synthesis inhibition reporter; 9.2% of 290,000 active; in the data active = inhibition mostly above about 28%, no sharp cut-off; inactive = mostly below about 43%; also: 0% is about no effect
Pf growth 48h: P. falciparum growth inhibition at 48 hours (one generation) | 5.9% of 310,000 active | Potency, µM (doses to about 28.7 µM), for inactives: at the highest dose activity change, negative = inhibition, most hits filed as inhibitors | P. falciparum luciferase growth in erythrocytes, 48 h; also: potency is read from the fitted curve at half-maximal effect; % is scaled to controls: 0 for no effect and ±100 for the full control effect
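Cell-based growth assay: transgenic P. falciparum expressing firefly luciferase, cultured in red cells within RPMI 1640 containing 0.5% w/v Albumax, 24 mM bicarbonate and gentamycin. A drop in luciferase activity indicates inhibition.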
CHX counter: counter-screen hit for Shiga toxin inhibitors, cycloheximide; cell reporter, cycloheximide protein synthesis inhibition counterscreen; max response, %; 12% of 300,000 active; in the data active = max response mostly above about 13%, no sharp cut-off; inactive = mostly below about 14%; also: read at 38.3 µM for the half of the compounds with a filed dose; 0% is about no effect
Pf growth 96h: inhibits malaria parasite growth, 96 h | P. falciparum luciferase reporter growth, 96 h | AID 504834 | 6.9% of 320,000 active | Potency, µM (series often up to 28.7 µM), inactives show at the highest dose activity change, negative = inhibition, most hits filed as inhibitors; also: potency is read from the fitted curve at half-maximal effect; % is scaled to controls: 0 for no effect and ±100 for the full control effect
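96 h incubation, 37 C, 5% CO2, of luciferase-reporter P. falciparum-infected RBCs (2% hematocrit, 0.05% parasitemia final) with test compounds; endpoint luminescence.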
LmPK inhibitor: inhibitors of Leishmania mexicana pyruvate kinase; Potency, µM (top dose mostly 57.5 µM), for inactives: at the top dose activity change, negative = inhibition, usual class: inhibitors; 0.37% of 290,000 active; purified LmPK, Kinase-Glo ATP luminescence, 1 h; Q27686; AID 1721; also: potency is read from the fitted curve at half-maximal effect; % is scaled to controls: 0 for no effect and ±100 for the full control effect
Target sequence (Q27686 whole entry, looked up): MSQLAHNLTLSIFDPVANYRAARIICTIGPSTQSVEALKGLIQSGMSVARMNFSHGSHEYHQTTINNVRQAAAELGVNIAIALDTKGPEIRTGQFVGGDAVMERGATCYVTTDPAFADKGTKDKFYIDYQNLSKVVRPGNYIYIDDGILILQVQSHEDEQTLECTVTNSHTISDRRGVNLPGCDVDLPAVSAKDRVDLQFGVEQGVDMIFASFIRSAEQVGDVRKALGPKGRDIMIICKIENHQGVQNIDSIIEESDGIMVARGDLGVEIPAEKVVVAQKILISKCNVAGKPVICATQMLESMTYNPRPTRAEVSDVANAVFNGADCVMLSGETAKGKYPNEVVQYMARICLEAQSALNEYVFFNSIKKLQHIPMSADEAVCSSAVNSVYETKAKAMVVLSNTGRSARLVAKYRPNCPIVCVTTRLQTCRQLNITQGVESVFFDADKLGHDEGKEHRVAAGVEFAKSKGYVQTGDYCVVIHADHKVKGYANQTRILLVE
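0.1 nM LmPK, 0.5 mM PEP, 0.1 mM ADP; 50 mM imidazole pH 7.2, 7 mM MgCl2, 50 mM KCl; 1 h RT. Kinase-Glo luminescence readout, normalized to no-enzyme (full inhibition) and uninhibited wells.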
Active calls of the source: *; ? = inconclusive; nt = not tested or not shown; & = joins results of further samples; [ ] = remark or other dose. Unless noted, calls follow the shape of the dose curve; as a rule, active = well fitted curve in the direction sought with a large enough effect; inconclusive = small, poorly fitted or top-dose-only effect, or another doubt; inactive = no such curve, though single readings can be large; an effect the other way counts as inactive or inconclusive.

Results follow in this order: HCV inhibitor	Tb PYK inh	Shiga inhibitor	Pf growth 48h	CHX counter	Pf growth 96h	LmPK inhibitor
O=C(NCCOc1ccccc1)c1ccc2c(c1)OCO2
 : -22%	-10%	-15	69%[activator]	16	nt	-10%
Cc1c(C)n(C(=O)CSc2nncn2C)c2ccccc12
 : 0%	-5%	-21	5%	1	72%[activator]	-3%
COc1cccc(NC(=O)CN(C)C(=O)c2cc3c(s2)CCC(C)C3)c1 (stereo unspecified)
 : -15%	-3%	nt	8%	nt	21%	nt
COc1ccc2cc(-c3csc(-c4cccnc4)n3)ccc2c1
 : -8%	-2%	74	54%[activator]	26*	nt	-5%
Cc1cc(C)cc(NC(=S)NCCCN2CCOCC2)c1
 : 7%	-6%	-5	3%	-1	2%	-1%
CCOC(=O)N/N=C/c1cn(Cc2ccc(Cl)cc2)c2ccccc12
 : 6%	0%	13	?	-7	0%	2%
CCN(CC(=O)Nc1ccc2c(c1)OCCO2)CC(=O)Nc1cc(C)on1
 : -13%	4%	15	7%	-3	4%	5%
O=S(=O)(NCc1ccc2c(c1)OCO2)c1c(F)cc(F)cc1Br
 : 29%	-1%	-1	2%	-5	38%[activator]	2%
Cc1nc2c(C)cccc2cc1C(=O)N/N=C/c1ccc(C(=O)O)cc1
 : 8%	-3%	8	13%	11	10%	-2%
O=C(CCC1CCCC1)N1CCN(C(=O)c2ccco2)CC1
 : 22%	6%	10	nt	-3	-20%	9%
CCc1nc2ccc(C(=O)N3CCN(CC)CC3)cc2nc1CC
 : 9%	-15%	3	26%	-3	?	-2%
Clc1ccc(Cl)c(-c2nc(-c3ccncc3)no2)c1
 : -7%	-4%	nt	14%	-2	?	10%
O=C(O)c1ccc2c(c1)nnn2C1CCCCC1
 : 11%	-5%	-16	-5%	-6	nt	0%
Cc1ccccc1OCCOC(=O)c1cc(S(=O)(=O)N2CCCCC2)ccc1N1CCOCC1
 : 11µM*	9%	nt	13µM*	nt	?	nt
C=CCC1(O)C(=O)N2C(=C1C(=O)N1CCOCC1)c1ccccc1CC2(C)C (stereo unspecified)
 : 16%	13%	-18	nt	-2	?	-3%
Cc1ccc(-n2c(C)nnc2SCC(=O)NNC(=O)c2ccco2)cc1
 : 17%	6%	17	?	6	?	-7%
CC(C)=CCN1CCN(Cc2c(C)nn(C)c2Cl)CC1CCO (stereo unspecified)
 : 18%	-10%	-16	1%	-1	0%	-17%
CCOc1ccc2[nH]c(=O)c(CN(Cc3ccccc3)C(=O)N3CCCC3)cc2c1
 : -2%&2%	5%	-11	?	-2	?	6%
Cc1ccc(SC2=C(C(=O)O)CCCC2)cc1
 : 32%[activator]	1%	-2	25%	-6	4%	6%
CN(C)c1cc[n+](CC(=O)Nc2ccc([N+](=O)[O-])cc2Cl)cc1
 : 14%	-1%	-17	?	-1	50%[activator]	-4%
O=C(N/N=C/c1ccncc1)c1cccc(N/N=C/c2ccncc2)c1
 : -7%	-1%	15	-15%	3	?	1%
C=CCn1c(CCNC(=O)c2ccccc2F)nnc1SCC(=O)Nc1nc2ccccc2s1
 : -30%	4%	-20	nt	11	12µM*	8%
COC(=O)C1=C(c2c(C)noc2C)C[C@@H]2CC[C@H]1N2C(=O)N1CCC(C)CC1
 : 7%	-11%	nt	1%	nt	?	nt
N#C/C(=C(/O)Cc1ccccc1)P(=O)(c1ccccc1)c1ccccc1
 : 20%	3%	15	3%	-1	-4%	3%
COc1ccccc1NC(=O)C1=C(C)Nc2ncnn2C1c1ccc(C)o1 (stereo unspecified)
 : 9%	1%	-15	?	-1	-30%	3%
O=C(Nn1c(-c2ccncc2)nc2ccccc2c1=O)c1ccc([N+](=O)[O-])cc1Cl
 : 5%	8%	-6	-8%	-1	?	2%
CCOc1ccc(NC(=O)CCNc2c(N3CCCC3)c(=O)c2=O)cc1
 : 0%	1%	15	2%	0	54%[activator]	1%
COCCC1CCCCN1C(=O)c1ccc(OC2CCN(C(C)=O)CC2)c(OC)c1 (stereo unspecified)
 : -4%	0%	-4	10%	3	?	2%
Cc1ccc(-n2c(O)c(C=NCCC3=CCCCC3)c(=O)[nH]c2=O)cc1
 : 4%	0%	-8	?	-3	-6%	2%
NC(=O)c1c(N)sc2c1CCCCC2
 : -16%	?	-8	6%	1	?	13%

Rewritten with each value named: two of the compounds above.
> CCOc1ccc(NC(=O)CCNc2c(N3CCCC3)c(=O)c2=O)cc1
  HCV inhibitor = 0%; Tb PYK inh = 1%; Shiga inhibitor = 15; Pf growth 48h = 2%; CHX counter = 0; Pf growth 96h = 54%[activator]; LmPK inhibitor = 1%
> COCCC1CCCCN1C(=O)c1ccc(OC2CCN(C(C)=O)CC2)c(OC)c1 (stereo unspecified)
  HCV inhibitor = -4%; Tb PYK inh = 0%; Shiga inhibitor = -4; Pf growth 48h = 10%; CHX counter = 3; Pf growth 96h = ?; LmPK inhibitor = 2%

Returning to the listing, repeating the 4 entries before the break.
Results follow in this order: HCV inhibitor	Tb PYK inh	Shiga inhibitor	Pf growth 48h	CHX counter	Pf growth 96h	LmPK inhibitor
CCOc1ccc(NC(=O)CCNc2c(N3CCCC3)c(=O)c2=O)cc1
 : 0%	1%	15	2%	0	54%[activator]	1%
COCCC1CCCCN1C(=O)c1ccc(OC2CCN(C(C)=O)CC2)c(OC)c1 (stereo unspecified)
 : -4%	0%	-4	10%	3	?	2%
Cc1ccc(-n2c(O)c(C=NCCC3=CCCCC3)c(=O)[nH]c2=O)cc1
 : 4%	0%	-8	?	-3	-6%	2%
NC(=O)c1c(N)sc2c1CCCCC2
 : -16%	?	-8	6%	1	?	13%
CCCNC(=S)NC1CC2CCCC(C1)N2CC(C)C (stereo unspecified)
 : -3%	3%	-8	4%	-2	-4%	0%
CCN(CC)S(=O)(=O)c1cccc(C(=O)NCC(=O)OCC(=O)NCc2ccccc2)c1
 : 8%	-3%	-6	14%	-2	28%	2%
COc1cc2c(cc1OC)C(C1c3cc4c(cc3CCN1C)OCO4)OC2=O (stereo unspecified)
 : 9%	0%	-16	0%	0	?	1%
Cc1cc(C(=O)NCc2nc(-c3ccccc3)no2)ccc1[N+](=O)[O-]
 : -17%	4%	24	-2%	-2	5%	2%
Cc1ccc2c(Cl)cc(Cl)c(OCC(=O)N3CCOCC3)c2n1
 : 7%	1%	nt	?	nt	?	nt
Cc1cccc(-n2ncc3c(NC(C)C)ncnc32)c1
 : ?	-3%	79*	162%[activator]	53*	224%[activator]	2%
COc1ccc(NC(=O)CSc2ccc(-c3sc(C)nc3C)nn2)cc1
 : ?	12%	-5	-15%	12	13µM*	-4%
CCOC1(OCC)N=C(N)C2(C#N)C(c3cccc(OC)c3OC)C12C#N (stereo unspecified)
 : 17%	1%	17	13%	10	119%[activator]	1%
CC(=O)c1ccc(OCCCC(=O)Nc2ccc(C)c(S(=O)(=O)N3CCCCC3)c2)cc1
 : ?	-18%	nt	?	nt	?	nt
CCOC(=O)C1=C(c2ccccc2)NC(=O)NC1c1ccsc1 (stereo unspecified)
 : -2%	-7%	-6	5%	-3	106%[activator]	0%
Cc1ccc(OCC(=O)Nc2ccc3c(c2)nc(CCN2CCC(C)CC2)n3C)cc1
 : 13µM*	-19%	-3	?	-2	?	-2%
CN(C)c1ccc(/C=C/C(=O)c2c(O)c3ccccc3oc2=O)cc1
 : 13%	-13%	20	118%[activator]	9	94%[activator]	-17%
CC1(C(=O)NC2CCCCCCC2)CCC(=O)N1Cc1cccs1 (stereo unspecified)
 : 10%	2%	-16	nt	-3	?	4%
Cc1ccc(S(=O)(=O)Nc2cccc(C(=O)NCc3ccc(S(N)(=O)=O)cc3)c2)cc1
 : 8%	-3%	-14	3%	-1	-2%	0%
COc1cccc(C(=O)Nc2ccccc2OC(F)(F)F)c1
 : -10%	2%	15	14%	8	4%	-3%
CCCCc1c(O)nc(SCC(=O)NC(C)(C)C)n(-c2ccccc2C)c1=O
 : 13%	1%	3	0%	1	?	-6%
CC(=O)c1ccc(NC(=O)NCc2ccc(F)cc2)cc1
 : -14%	-10%	6	19%[5.75 µM]	14*	23%	0%
C=CC(=O)OCCOCCOCCOCCOC(=O)C=C
 : ?	-8%	nt	?	nt	?	nt
CC(C)c1nnc(NC(=O)CN(C)S(=O)(=O)c2ccc3c(c2)OCCO3)s1
 : -1%	-10%	-6	?	-1	25%	1%
O=C(O)c1cccnc1SC1CC(=O)N(c2ccc(OC(F)F)cc2)C1=O (stereo unspecified)
 : 17%	3%	48	4%	-1	4%	2%
Cc1ccc(CSCc2nc3ccccc3[nH]2)cc1
 : ?	-7%	66*	10%	39*	?	-5%
Cc1ccsc1C(=O)N1CCC(N2CCC(C(=O)NCC3CCCO3)CC2)CC1 (stereo unspecified)
 : -5%	1%	-29	4%	-2	38%[activator]	-3%
CN(C)C(CNC(=O)/C=C/c1cccc(Cl)c1)c1ccccc1 (stereo unspecified)
 : 11%	4%	7	-26%	4	?	6%
Cc1noc(C)c1C(=O)N1CCCc2ccccc21
 : 14%	-6%	5	-8%	15	0%	-2%
O=C(O)c1ccc(NS(=O)(=O)c2cccc(C(=O)Nc3ccc(Br)cc3)c2)cc1
 : 13%	-14%	nt	?	-1	-5%	18%
COc1ccc(NC(=O)c2nc(SC)ncc2Cl)cc1
 : -4%	-2%	-20	19%	-1	16%	4%
Cc1c(NC(=O)C(C)Sc2nnc(-c3ccccc3)o2)c(=O)n(-c2ccccc2)n1C (stereo unspecified)
 : 15%	2%	0	-24%	-1	-28%	9%
Cc1cc(SCC(=O)OCC(=O)N2CCN(C(=O)c3ccco3)CC2)c(C)cc1Br
 : 13%&17%	?	-2	10%	0	nt	5%
Cc1ccc2c(c1)c1c3n2CCCN(Cc2ccccc2)C3CCC1 (stereo unspecified)
 : ?	-9%	-20	0.93µM*	-6	nt	-4%
C#CCOCCOCCOCCNc1nc(N2CCN(C(=O)[C@H](CCC(=O)O)n3cc(C(N)CC(C)C)nn3)CC2)nc(N2CCN(C(=O)[C@H](Cc3ccc(O)cc3)n3cc(C(N)CC(C)C)nn3)CC2)n1 (stereo partly specified)
 : 15%	2%	-10	?	-3	?	5%
COc1ccc(C2CC(c3cccs3)=NN2C(=O)CSc2nnc(N)s2)cc1OC (stereo unspecified)
 : 14%	0%	-7	-33%	0	10µM*	-4%
C=CCn1c(SCC(C)=O)nc2scc(-c3ccco3)c2c1=O
 : -23%	-11%	3	-20%	1	-3%	-4%
COc1ccc(-c2nc(C#N)c(NCc3cccnc3)o2)cc1OC
 : -19%	-6%	-12	?	-3	10µM*	1%

A second format for part of the listing above:
SMILES	HCV inhibitor	Tb PYK inh	Shiga inhibitor	Pf growth 48h	CHX counter	Pf growth 96h	LmPK inhibitor
C=CC(=O)OCCOCCOCCOCCOC(=O)C=C	?	-8%	nt	?	nt	?	nt
Cc1cc(C(=O)NCc2nc(-c3ccccc3)no2)ccc1[N+](=O)[O-]	-17%	4%	24	-2%	-2	5%	2%
COc1cc2c(cc1OC)C(C1c3cc4c(cc3CCN1C)OCO4)OC2=O (stereo unspecified)	9%	0%	-16	0%	0	?	1%

Single values from the entries so far:
`Cc1cc(SCC(=O)OCC(=O)N2CCN(C(=O)c3ccco3)CC2)c(C)cc1Br` in CHX counter is entered as 0
`CCCNC(=S)NC1CC2CCCC(C1)N2CC(C)C` (stereo unspecified) in HCV inhibitor is entered as -3%
